CD11b adhes inh: inhibitors of CD11b/CD18 adhesion to fibrinogen, primary screen, K562 cells, luminescence | AID 1497, 2009 | inhibition, % at 10 µM | ATPlite luminescence; Mn2+ added to activate the integrin | Integrin beta-2 (Homo sapiens) + Integrin alpha-M (Homo sapiens), P05107+P11215 | hit rate 0.54% among 93,000;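 active = primary inhibition of 50% or more at 10 µM, then 40% or more on retest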; also: some results filed as inactive read as strong as hits
Target sequence (P05107 whole entry, looked up, other chains not shown): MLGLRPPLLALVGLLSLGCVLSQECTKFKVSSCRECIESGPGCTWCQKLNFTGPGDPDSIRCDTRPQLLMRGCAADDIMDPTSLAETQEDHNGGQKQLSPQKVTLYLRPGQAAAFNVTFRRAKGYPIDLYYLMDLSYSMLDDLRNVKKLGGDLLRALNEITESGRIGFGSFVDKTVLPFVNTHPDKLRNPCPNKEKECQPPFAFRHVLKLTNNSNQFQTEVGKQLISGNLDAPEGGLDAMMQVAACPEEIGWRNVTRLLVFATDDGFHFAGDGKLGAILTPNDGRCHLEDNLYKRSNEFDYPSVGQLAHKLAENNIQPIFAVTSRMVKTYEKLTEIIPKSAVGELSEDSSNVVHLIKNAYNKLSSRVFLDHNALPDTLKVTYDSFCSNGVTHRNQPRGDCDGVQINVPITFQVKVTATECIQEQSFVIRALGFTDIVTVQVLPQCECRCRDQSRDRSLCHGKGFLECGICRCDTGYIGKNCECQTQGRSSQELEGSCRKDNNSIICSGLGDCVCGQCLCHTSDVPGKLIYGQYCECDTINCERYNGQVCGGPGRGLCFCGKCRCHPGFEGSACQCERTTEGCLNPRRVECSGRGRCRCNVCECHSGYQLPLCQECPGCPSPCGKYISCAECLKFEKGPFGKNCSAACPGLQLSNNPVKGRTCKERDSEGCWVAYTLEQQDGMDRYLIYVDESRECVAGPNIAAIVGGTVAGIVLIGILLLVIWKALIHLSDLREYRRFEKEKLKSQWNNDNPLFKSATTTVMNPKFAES
CD11b adhes enh: enhancers of CD11b/CD18 adhesion to fibrinogen, primary screen, K562 cells, luminescence; Integrin beta-2 (Homo sapiens) + Integrin alpha-M (Homo sapiens), P05107+P11215; activation, % at 10 µM; hit rate 0.07% among 93,000; ATPlite luminescence;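 active = 10 µM primary screen giving 50% or more activity, confirmed by 40% or more on retest at that dose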; also: strong numbers were not always called active; reference of the scale not given here
MT1-MMP txn act: MT1-MMP promoter reporter activation – cell-based, luciferase luminescence, primary screen; HT1080 MT1-MMP promoter luciferase reporter, overnight; hits give high values; activation factor at 10 µM; hit rate 0.16% among 86,000;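 active = activation factor of at least 2 for MT1-MMP transcription at 10 µM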
An asterisk follows results filed as active; nt = not tested or not shown; & = joins results of further samples. A portion of the library. The share of hits here may be higher or lower than overall.

SMILES	MT1-MMP txn act	CD11b adhes enh	CD11b adhes inh
N#Cc1ccc(NC(=O)c2cc3cc4c5c(c3oc2=N)CCCN5CCC4)cc1	1.3	nt	nt
COC(=O)c1ccc(C(NC(=O)OCc2ccccc2)/C(F)=C/[C@@H](C)C(=O)NCCc2c[nH]c3ccc(OC)cc23)cc1 (some centres undefined)	1.2	nt	nt
COC(=O)c1ccc(C(/C=C/[C@@H](C)C(=O)NCc2ccc(OC)c(O)c2)NC(=O)OCc2ccccc2)cc1 (some centres undefined)	1.1	nt	nt
CCOC(=O)N1CCc2c(sc(NC(=O)c3ccc(S(=O)(=O)N4CCCC4)cc3)c2C#N)C1	1.1	nt	nt
CC1(C)COCN1S(=O)(=O)c1ccc(C(=O)Nc2nnc(-c3ccc(Cl)s3)o2)cc1	1.1	nt	nt
CCCCOc1cc(C(=O)NCCN(CC)CC)c2ccccc2n1	1.1&1.1	nt	nt
Cn1c(C(=O)NCCCN2CCCC2=O)cc2c(=O)n3ccccc3nc21	1.2	nt	nt
CCCC[C@@H]1C[C@H]1C(NC(=O)c1cccs1)c1ccc(C(F)(F)F)cc1 (some centres undefined)	1.2	nt	nt
O=C(CN1CCOc2ccccc21)N1CCN(c2cccc(Cl)c2)CC1	1.1	nt	nt
COC(=O)c1cccc(C23CC4(C2)[C@H](CN(Cc2ccc(-c5ccccc5)cc2)[C@@H]4c2ccccc2)C3c2ccc(Cl)nc2)c1 (some centres undefined)	1	nt	nt
Cc1ccc(/C=N/n2c(=O)c(C(C)(C)C)nn3cnnc23)cc1	nt	-3	nt
Cc1cc(C)c2cc3c(N)c(C(=O)Nc4c(C)[nH]c(=O)[nH]c4=O)sc3nc2c1	nt	63	nt
NS(=O)(=O)c1ccc(NC(=S)NC(=O)c2ccc(-c3ccccc3)cc2)cc1	nt	56	nt
COc1ccccc1NC(=O)c1sc2ncn(Cc3cccc4ccccc34)c(=O)c2c1C	nt	95	nt
C/C(=N\Nc1ccc([N+](=O)[O-])cc1)c1ccc(N)cc1	nt	7	nt
CC(=O)/C(=N/Nc1ccccc1)Sc1nnc(CCc2ccccc2)n1-c1ccccc1	nt	-2	nt
C=CCn1cc(/C=N/Nc2nc3ccccc3[nH]2)c2ccccc21	nt	-2	66
CC(=O)/C(=N/Nc1cccc(Cl)c1)Sc1nnc(C(O)c2ccccc2)n1-c1ccccc1 (centres undefined)	nt	2	10
CCCCNC(=S)N(Cc1c(C)noc1C)c1ccccc1	nt	9	5
Cc1nc(NC(=O)C23CC4CC(CC(C4)C2)C3)sc1Cc1ccc2c(c1)OCO2	nt	2	-3
Cc1c(-c2ccccc2)oc2c(C(=O)N3CCN(c4ccc([N+](=O)[O-])cc4)CC3)cccc2c1=O	nt	2	20
Cc1ccc(NC(=O)CSC2=NCCN2)cc1	nt	-5	2
CCN1CNC(=S)N(CCc2ccccc2)C1	nt	-1	5
CC1CCc2c(sc(NC(=O)C3c4ccccc4Oc4ccccc43)c2C(N)=O)C1 (centres undefined)	nt	-1	8
O=[N+]([O-])c1ccc(O)c(/C=N/n2cnnc2)c1	nt	7	-10
CC(=O)Nc1ccc(S(=O)(=O)N2CCN(c3ccc([N+](=O)[O-])c(NCCN4CCOCC4)c3)CC2)cc1	nt	9	11
O=C(COC(=O)c1cc(Br)c(Br)s1)NCCC1=CCCCC1	nt	-2	-4
O=C(CSc1nnc(-c2ccccc2)n1-c1ccc(Cl)cc1)NNC(=S)Nc1ccccc1	nt	6	14
Cc1ccc(CCNC(=O)CCSCc2ccc(Cl)cc2)cc1	nt	2	-2
CCOC(=O)C(NCCc1ccccc1)(NC(C)=O)C(F)(F)F (centres undefined)	nt	-2	-4
COC(=O)c1ccc(NC(=O)CSc2nncc3ccc(OC)c(OC)c23)cc1	nt	3	-6
COC(=O)c1c(N2C(=O)[C@H]3[C@@H](C2=O)[C@]2(C(=O)Nc4c2ccc(C)c4C)N2CCC[C@@H]32)sc(C)c1C	nt	9	1
CCOC(=O)c1cccc(P(=O)(C(C)(C)C)C(C)(C)C)c1	nt	0	-21
Cn1ccnc1C(=O)c1cccc([N+](=O)[O-])c1	nt	0	-5
O=C(CSc1nc2ncc(Br)cc2[nH]1)c1cccc([N+](=O)[O-])c1	nt	-1	63
CCCS(=O)(=O)c1nc(S(=O)(=O)c2ccc(C)cc2)c(N2CCc3ccccc3C2)s1	nt	17	10
CCCNC(=O)COc1ccccc1[N+](=O)[O-]	nt	-2	-2
CC(O)C(O)C(O)C(O)/C=N/NC(=O)c1ccccc1 (centres undefined)	nt	10	-7
O=C(NCc1ccccc1Cl)c1ccc2nc[nH]c2c1	nt	1	1
CSCCC(NC(=O)c1cc([N+](=O)[O-])cc([N+](=O)[O-])c1)c1nc2ccccc2[nH]1 (centres undefined)	nt	22	43
Cc1c(C(=O)N/N=C/C(C)C)[nH]c2ccc([N+](=O)[O-])cc12	nt	-1	-2
C/C(CC(=O)N1CCN(C=O)CC1)=N\NC(=O)c1cc2ccccc2cc1O	nt	-1	-8
COc1ccccc1NS(=O)(=O)c1cc([N+](=O)[O-])ccc1N/N=C/c1sc(N2CCOCC2)nc1-c1ccccc1	nt	63	14
O=C(N/N=C/c1cccc(O)c1)c1cc(-c2ccc3c(c2)OCO3)n[nH]1	nt	9	20
Cc1sc2nc(CSCC(=O)N(C)c3ccccc3)[nH]c(=O)c2c1C	nt	-2	-7
O=C(NCCc1ccccn1)c1cc(-c2ccccc2Cl)nc2ccccc12	nt	-2	11
CCN(CC)c1ccc(/C=C/C(=O)c2ccc(Br)cc2)cc1	nt	3	8
Cc1cc(Nc2ccccc2)c2c([N+](=O)[O-])ccc(C)c2n1	nt	-5	-21
O=c1[nH]c2ccc(N/C(=N/S(=O)(=O)c3ccccc3)c3ccccc3)cc2[nH]1	nt	-1	6
O=C(NC(=S)Nc1ccccc1N1CCOCC1)c1ccc(-c2cc(Cl)ccc2Cl)o1	nt	-1	-2
O=C(Nc1cccc(-c2cn3cccnc3n2)c1)c1cccs1	nt	-2	-39
CCOc1cc(/C=N/NC(=O)C(C)Sc2ccccn2)ccc1O (centres undefined)	nt	2	-11
O=C(COc1ccccc1)NCC(=O)Nc1cccc2ccccc12	nt	0	-8
CCCCC/C=N\NC(=O)Cc1ccc([N+](=O)[O-])cc1	nt	-6	4
COC(=O)CSc1nc2ccc(NC(=O)c3ccccc3C(=O)N3CCOCC3)cc2s1	nt	6	-19
O=C1N/C(=C\c2ccsc2)C(=O)N1Cc1ccc(F)cc1	nt	0	6

Following part.
SMILES	MT1-MMP txn act	CD11b adhes enh	CD11b adhes inh
CCN(CC)S(=O)(=O)c1cccc(C(=O)Nc2cc(C)nn2-c2ccccc2)c1	nt	-3	-3
Cc1ccc(NC(=S)N/N=C/c2c(Cl)cccc2Cl)c(C)c1	nt	1	11
O=C(/C=C/c1ccc(Cl)cc1)N1CCN(c2ccc([N+](=O)[O-])c(N3CCOCC3)c2)CC1	nt	2	39
O=C(NCC(c1cccs1)N1CCOCC1)c1ccc([N+](=O)[O-])cc1 (centres undefined)	nt	1	-18
CCCCc1c(C)nc2ccc(C(=O)OCC)cc2c1Cl	nt	6	-1
COc1cc(/C=C2/C(=O)NN(c3cccc(C)c3)C2=O)ccc1OC(=O)c1ccco1	nt	2	2
COC(=O)c1ccc(NC(=O)C(=O)N2CCN(C(=S)Nc3cccc(C)c3C)CC2)cc1	nt	-1	-28
Cc1ccc(NC(=O)C2C3/C=C\CCCCC32)cc1 (centres undefined)	nt	0	1
O=C(COC(=O)C1(c2ccccc2F)CCCC1)N1CCc2ccccc21	nt	0	2
COc1ccc([N+](=O)[O-])cc1NC(=O)Cc1c(Cl)cccc1Cl	nt	-2	20
Cc1[nH]c2ccccc2c1/C=N/NC(=O)c1cccc(S(=O)(=O)Nc2ccccc2Cl)c1	nt	12	20
CC(OC(=O)c1cc2c(s1)CCCCC2)C(=O)NC(N)=O (centres undefined)	nt	-4	7
Cc1ccc(N2C(=O)N(CC(=O)c3cc(C)ccc3C)C(=O)C2C)cc1 (centres undefined)	nt	-2	4
O=C(Nc1ccc2c(c1)CCC2)c1ccccc1F	nt	-1	8
O=C(NN1C(=O)C2C3c4ccccc4C(c4ccccc43)[C@@H]2C1=O)c1ccccc1 (some centres undefined)	nt	-2	16
CC(C)OP(=O)(c1ccccc1)c1ccccc1	nt	9	5
CSCC[C@H](NC(=O)OC(C)(C)C)C(=O)N/N=C/c1cc2ccc(C)cc2nc1Cl	nt	2	23
Cc1ccc(/C=C/C(=O)Nc2sc3c(c2C#N)CCCC3)o1	nt	37	-8
O=c1[nH]c(=O)n(Cc2ccccc2)c2nc(-c3ccc(Oc4ccc(F)cc4)c([N+](=O)[O-])c3)n(CCO)c12	nt	24	-4
COc1cc(OC)cc(N(C(=O)C2COc3ccccc3O2)C(C(=O)NC2CCCCC2)c2ccc(O)cc2)c1 (centres undefined)	nt	0	-1
COCCCNCCOCCOc1ccc(C)cc1Br	nt	-2	12
O=C(CCn1c2c(c3ccccc31)CCCC2)NNC(=O)c1cccc([N+](=O)[O-])c1	nt	12	-5
COc1cc(C(=O)OCC(=O)Nc2cc(-c3cc(C)c(C)cc3C)nn2-c2ccccc2)cc(OC)c1OC	nt	6	5
O=C(CCl)Nc1cccc(S(=O)(=O)N2CCCCCC2)c1	nt	-2	16
COc1cc(CC(=O)N/N=C/c2ccccc2)c([N+](=O)[O-])cc1OC	nt	4	42
Cc1cc(C)n(-c2ccc(C(=O)OCC(=O)Nc3ccccc3[N+](=O)[O-])cc2)n1	nt	-1	7
Clc1ccc(C2=NNC(=NCC3CCCO3)SC2)cc1 (centres undefined)	nt	0	6
COc1cc(CCN2C(=O)c3cccc4cccc(c34)C2=O)c(S(=O)(=O)N2CCC(C)CC2)cc1OC	nt	48	-12
COc1ccccc1NC(CC(=O)c1ccccc1)C(=O)OCC(=O)c1ccc(C)c(C)c1 (centres undefined)	nt	1	-3
Cc1cccc(NC(=S)N(CCN(C)C)Cc2cc3cccc(C)c3[nH]c2=O)c1	nt	0	-7
Cc1ccc(NC(=O)CCCN2C(=O)c3cccc4cccc(c34)C2=O)cc1	nt	-3	1
COc1ccccc1C(CCNS(=O)(=O)c1ccc(C)cc1)c1ccco1 (centres undefined)	nt	-4	56

Looked up by structure from above, three records:
SMILES	MT1-MMP txn act	CD11b adhes enh	CD11b adhes inh
COC(=O)c1cccc(C23CC4(C2)[C@H](CN(Cc2ccc(-c5ccccc5)cc2)[C@@H]4c2ccccc2)C3c2ccc(Cl)nc2)c1 (some centres undefined)	1	nt	nt
O=C(CSc1nnc(-c2ccccc2)n1-c1ccc(Cl)cc1)NNC(=S)Nc1ccccc1	nt	6	14
O=C(NCc1ccccc1Cl)c1ccc2nc[nH]c2c1	nt	1	1

Next section.
SMILES	MT1-MMP txn act	CD11b adhes enh	CD11b adhes inh
COc1cc(/C=N/NC(=O)c2ccc(O)cc2)ccc1Oc1ccc([N+](=O)[O-])cn1	nt	10	6
CCOC(=O)c1[nH]c2ccc(OC)cc2c1NC(=S)N1CCN(c2ccc(F)cc2)CC1	nt	14	8
Cc1ccnc(SCc2cc(=O)c(OC(=O)c3ccc(S(=O)(=O)N(C)C)cc3)co2)n1	nt	13	-8
O=C(/C=C/c1ccc(Br)cc1)c1ccc(NC(=O)c2ccco2)cc1	nt	-2	2
COc1ccc(NC(=O)Nc2nc3c(s2)CCCC3)cc1	nt	8	-8
COc1ccc(C(=O)C(OC(=O)c2ccccc2Cl)c2ccccc2)cc1 (centres undefined)	nt	4	-2
COc1ccc(C(NC(=O)c2ccc(F)cc2)c2ccccc2)cc1 (centres undefined)	nt	-6	-28
CC1=NNC(=O)C1CCC(=O)N/N=C/C=C/c1ccccc1 (centres undefined)	nt	22	-9
CCc1cc(C(=O)OC)c(NC(=O)CC2Sc3ccc(C(F)(F)F)cc3NC2=O)s1 (centres undefined)	nt	-2	1
O=C(NCC(c1cccs1)N1CCOCC1)c1ccc(Cl)c([N+](=O)[O-])c1 (centres undefined)	nt	9	-12
COc1ccc(CNC(=O)CCSCc2cccc(Cl)c2)c(OC)c1	nt	8	8
COc1ccc(CNC(=O)COC(=O)CCCOc2ccc(Cl)cc2Cl)cc1	nt	1	10
CCn1c(C)nc2cc(C(=O)NNC(=O)CCC3CCCC3)ccc21	nt	3	-4
CC(C(=O)Nc1cc([N+](=O)[O-])ccc1Cl)N1CCN(c2ccccc2O)CC1 (centres undefined)	nt	-1	-5
Cc1ccc(-c2csc3ncnc(NS(=O)(=O)c4ccc(Cl)cc4)c23)cc1	nt	-5	54
COc1ccc(Nc2ccc(S(=O)(=O)N3CCCCC3)cc2[N+](=O)[O-])cc1	nt	0	70
Cc1noc(C)c1C(=O)Nc1nc(-c2ccccc2Cl)cs1	nt	-1	9
Cn1nc(C(=O)Nc2nc3ccccc3[nH]2)c2ccccc2c1=O	nt	-5	-3
C=CCNC(=O)NC(=O)COC(=O)CC(NC(N)=O)c1ccc(Cl)cc1 (centres undefined)	nt	-4	-7
CCOC(=O)c1sc(=S)n(C)c1NC(=O)c1ccccc1	nt	4	-2
COc1cc(C(=O)OCCNC(=O)c2ccncc2)cc(OC)c1OC	nt	-2	18
